14-3-3g Raf: modulators of human 14-3-3 gamma - Raf peptide interaction; P61981; FP, 14-3-3gamma / TMR-pS259-Raf peptide binding; inhibition, % at 40 µM; 160,000 compounds, 0.19% hits; AID 422; in the data active = inhibition above about 30%;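 also: 0% = protein plus tracer without compound and 100% = blank with tracer alone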
Target sequence (P61981 whole entry, looked up): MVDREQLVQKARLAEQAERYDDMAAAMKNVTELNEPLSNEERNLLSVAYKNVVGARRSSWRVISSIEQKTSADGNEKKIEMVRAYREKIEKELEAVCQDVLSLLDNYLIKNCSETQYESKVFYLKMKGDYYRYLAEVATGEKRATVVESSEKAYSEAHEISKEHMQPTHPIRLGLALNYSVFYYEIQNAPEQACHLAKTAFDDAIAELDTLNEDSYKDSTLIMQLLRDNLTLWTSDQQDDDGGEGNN
* hit, by the source's call; & = joins results of further samples.

SMILES | 14-3-3g Raf
CC1=C(C(=O)Nc2ccc(F)cc2)C(c2ccc(N(C)C)cc2)C2=C(CCCC2=O)N1 (centres undefined) | 3
COc1ccc(-c2cc(C(=O)Nc3ccc(OC(F)(F)F)cc3)no2)cc1OC | -3
CCCOc1ccc(OC(=O)c2cccc(C(=O)OC)n2)cc1 | -45
CCOc1ccccc1N1C(=O)C2C(c3ccc(F)cc3)OC3(C(=O)c4ccccc4C3=O)C2C1=O (centres undefined) | -11
O=c1[nH]c2ccc(Br)cc2c(-c2ccccc2)c1N1CCCCC1 | -11
COc1ccc(OCCCC(=O)Nc2nncs2)cc1 | 8
CS(=O)(=O)N(CC(=O)Nc1ccccc1C(=O)N1CCOCC1)c1ccc2c(c1)OCO2 | 6
CC12C(=O)OC(=O)C1(C)C1CCC2O1 (centres undefined) | -1
COc1cc2c(cc1OC)C1C(C(=O)N3CCN(c4ccccn4)CC3)c3ccccc3C(=O)N1CC2 (centres undefined) | -2
O=[N+]([O-])c1cccc(C2CC(c3ccccc3F)n3c(nc4ccccc43)N2)c1 (centres undefined) | -22
COc1ccc(C2Nc3cccc4cccc(c34)N2)cc1OC | -56
CCOC(=O)c1c(NC(=O)c2ccncc2)sc2c1CCC(C(C)(C)C)C2 (centres undefined) | -25
CCOC(=O)CSc1nc2cc(C)cc(C)c2cc1C#N | -7
O=[N+]([O-])c1ccc(OCC(O)CN2CCN(c3ccccc3F)CC2)cc1 (centres undefined) | -5
O=C(CCl)OC(COc1ccccc1)COc1ccccc1 | 1
O=C(NCc1ccc(C(=O)NC2CCCC2)cc1)c1ccc2c(c1)OCO2 | 0
Cc1ccc(N2C(=O)C3C4C=CC(C4)C3C2=O)cc1Cl (centres undefined) | -12
Cc1cc(C)c2[nH]c(=O)c(C(c3nnnn3C3CCCC3)N3CCOCC3)cc2c1 (centres undefined) | -3
CC(C)C(=O)Nc1cccc2c1C(=O)c1ccccc1C2=O | -16
NS(=O)(=O)c1ccc(CCNC(=O)CCC2COc3ccccc3O2)cc1 (centres undefined) | -3
Cc1cc(C)c(S(=O)(=O)NC(C)(C)C)c(C)c1 | -2
Cc1ccc2[nH]c3c(c2c1)CN(C(=O)CN1CCN(c2ccccc2F)CC1)CC3 | 3
C=CCN1C(=S)NC2c3cc([N+](=O)[O-])ccc3OC1(C)C2C (centres undefined) | 2
O=C(Nc1ccc(-c2noc(-c3cccs3)n2)cc1)c1ccccn1 | -82
COc1cc(OC)cc(C(=O)N2CCc3ccccc32)c1 | 2
COc1ccc(N2CCN(c3ccc(N4C(=O)COCC4=O)cc3[N+](=O)[O-])CC2)cc1 | -6
CCCOc1ccc(CSc2nc3ccccc3[nH]2)cc1 | 1
O=C1C2CC=CCC2C(=O)N1c1ccc(Cl)c(C(F)(F)F)c1 (centres undefined) | 0
CC(=O)Nc1nc(C)c(-c2csc(Nc3cccc(C(=O)O)c3)n2)s1 | -40
O=C(CSc1nc2c(cnn2-c2ccccc2)c(=O)[nH]1)Nc1ccccc1C(F)(F)F | -9
Cc1ccc2c3c(ccc2n1)NC1=C(C(=O)CCC1)C3c1ccc(-c2ccccc2)cc1 (centres undefined) | -14
CCOC(=O)C1CCN(S(=O)(=O)c2ccc3c(c2)CC(C)N3C(C)=O)CC1 (centres undefined) | -7
O=C1CCCC2=C1C(c1ccccc1F)n1c(nc3ccccc31)N2 (centres undefined) | -8
O=C(O)/C(=C1/OC(=O)c2ccccc21)c1ccccc1 | -1
CCOc1ccc(S(=O)(=O)NCc2ccco2)cc1 | -3
CC(=O)Nc1cc(C(=O)NCc2ccc(C)cc2)ccc1Sc1ccc(Cl)cc1 | -16
COCCSc1nnc(-c2cccc(C#N)c2)n1C | -8
C/C(N)=C(\C#N)C(=O)NCc1ccccn1 | 0
Cc1ccc2nc(-c3ccc(N=c4oc5c(C)ncc(CO)c5cc4C(N)=O)cc3)sc2c1 | -4
CC(C)C(c1nnnn1Cc1ccc(F)cc1)N1CCN(C(=O)c2ccco2)CC1 (centres undefined) | 1

Part of the list above, field by field.
Molecule: CC1=C(C(=O)Nc2ccc(F)cc2)C(c2ccc(N(C)C)cc2)C2=C(CCCC2=O)N1 (centres undefined)
  14-3-3g Raf: 3
Molecule: COc1ccc(-c2cc(C(=O)Nc3ccc(OC(F)(F)F)cc3)no2)cc1OC
  14-3-3g Raf: -3

Returning to the listing, starting 4 compounds before the break.
SMILES | 14-3-3g Raf
COCCSc1nnc(-c2cccc(C#N)c2)n1C | -8
C/C(N)=C(\C#N)C(=O)NCc1ccccn1 | 0
Cc1ccc2nc(-c3ccc(N=c4oc5c(C)ncc(CO)c5cc4C(N)=O)cc3)sc2c1 | -4
CC(C)C(c1nnnn1Cc1ccc(F)cc1)N1CCN(C(=O)c2ccco2)CC1 (centres undefined) | 1
Cc1ccc(NC(=O)c2c(NC(=O)c3ccccc3Cl)sc3c2CCC3)cc1 | -113
COc1ccccc1NC(=O)CN(c1cccc([N+](=O)[O-])c1)S(=O)(=O)c1ccccc1 | 5
COc1ccc(C2CC(c3ccc(Br)cc3)=NN2c2ccccc2)cc1OC (centres undefined) | -9
CN(CC(=O)O)S(=O)(=O)c1cc(Cl)ccc1Cl | -2
COc1cccc(C(=O)N2CCN=C2SC)c1OC | 0
COc1ccc(-c2nnc(SCC(=O)N3CCOCC3)o2)cc1 | -2&1
Cc1nn(-c2ccccc2)c2sc(C(=O)n3cccn3)cc12 | -8&-3
Cn1c(=O)[nH]c(=O)c2c1[nH]c(=S)n2CC(O)COc1ccc2ccccc2c1 (centres undefined) | -4
CC(=O)Oc1ccc2oc(=O)c3c(c2c1)CCCN3C(C)=O | -12
COc1cc(NC(=O)C(=O)N2CCN(C)CC2)c(OC)cc1Cl | 0
CC1CCN(S(=O)(=O)c2cc([N+](=O)[O-])ccc2Cl)CC1 | -8
CCOC(=O)c1ccc(NC(=O)c2c3c(nc4ccccc24)CCCC3)cc1 | -57
CCCn1c(=S)[nH]c2c(sc3ccccc32)c1=O | -8
COCCN1C(=O)C(=O)/C(=C(/O)c2ccc(OCC(C)C)cc2)C1c1cccnc1 (centres undefined) | -1
Cc1ccc(-c2coc3c(C)c4oc(=O)c5c(c4cc23)CCCC5)cc1 | -12
CCOC(=O)COc1ccc(C=Nc2ccc3[nH]c(=O)[nH]c3c2)cc1OC | -8
COc1ccc(NC(=O)C2c3cc(OC)c(OC)cc3C(=O)N(C)C2c2ccccc2F)c(OC)c1 (centres undefined) | -4
CN(C(=O)CSc1c2c(nc3ccc(Cl)cc13)CCCC2)C1CCCCC1 | -2
Cc1cc(O)ccc1Nc1nc(-c2sc(N)nc2C)cs1 | -24
CN(C(=O)c1cc2sccc2n1C)C1CCCCC1 | -10

Sorted by value in 14-3-3g Raf (ascending): 3 from the list above
SMILES | 14-3-3g Raf
C/C(N)=C(\C#N)C(=O)NCc1ccccn1 | 0
COc1cc(OC)cc(C(=O)N2CCc3ccccc32)c1 | 2
COc1ccccc1NC(=O)CN(c1cccc([N+](=O)[O-])c1)S(=O)(=O)c1ccccc1 | 5

The listing continues:
SMILES | 14-3-3g Raf
Cc1cc(C)c2nc(NC(=O)c3ccc(S(=O)(=O)N4CCc5ccccc54)cc3)sc2c1 | 5
O=C(NCc1cccc(F)c1)c1noc2c1CCCC2 | 3
FC(F)(F)c1cc(-c2ccco2)nc(NCc2cccnc2)n1 | -44
Cn1c(C(C#N)C(=O)c2ccco2)nc2ccccc21 (centres undefined) | -4
CCN(CC)C(=O)CP(=O)(c1ccccc1)c1ccccc1 | -4
O=C(Nc1ccc2oc(-c3ccc(F)cc3)nc2c1)c1cccc(Cl)c1 | -19
CC(C)n1c(SCC(N)=O)nc2c1c(=O)[nH]c(=O)n2C | -5&15
CC1(C(=O)O)NCCc2c1[nH]c1ccccc21 (centres undefined) | -15
Clc1ccc(SCc2cn3ccsc3n2)cc1 | -7
CCN1C2=C(C(=O)CCC2)C(c2ccc(O)c(OC)c2)C2=C1CCCC2=O | -14
COc1ccc(C2SCc3cc(C)c(C)cc3CS2)cc1OC | -2
CCOC(=O)c1oc2ccc(S(=O)(=O)n3nc(-c4ccc(OC)cc4)cc3N)cc2c1C | 3
O=c1c2cc(N3CCOCC3)ccc2nc(SCc2cc(=O)n3ccccc3n2)n1Cc1ccc2c(c1)OCO2 | -8
CC1CCN(C(=O)c2cn(-c3ccc(Cl)cc3)c(=O)c3ccccc23)CC1 | -7
Cc1onc(-c2ccccc2)c1C(=O)Nc1ccn(Cc2ccc(F)cc2)n1 | -2
CCOC(=O)c1ccc(NC(=O)c2ccccc2)cc1 | 3
CC(C)(/C=N/O)/[N+]([O-])=C/c1ccco1 | -7
COc1ccccc1OCC(=O)Nc1ccc(S(=O)(=O)Nc2cc(C)on2)cc1 | -10
CCCCN(C)C(=O)C1c2ccccc2C(=O)N(C)C1c1c[nH]c2ccccc12 (centres undefined) | 5
CCOC(=O)c1cc2sccc2n1Cc1ccccc1 | 2
CN(Cc1ccccc1)S(=O)(=O)c1ccc(F)c(C(=O)Nc2ccc(Cl)cc2)c1 | -1
Cc1ccc(NC(=O)C2C(C(=O)O)C3C=CC2C32CC2)cc1 (centres undefined) | 0
c1ccc(C2=NNc3nc(-c4ccccc4)c(-c4ccccc4)n3C2)cc1 | -3
CCOc1ccccc1NC(=O)c1nc[nH]c1C(=O)Nc1ccccc1OCC | -2
Cc1ccc(C)c(NC(=O)c2cnn3cccnc23)c1 | -13
O=C1CC(c2ccccc2)C(C(=O)Nc2ccccc2F)N1 (centres undefined) | -1
O=C(C1CCN(C2CC(=O)N(c3ccc(F)cc3)C2=O)CC1)N1CCOCC1 (centres undefined) | 7
COc1ccc(C(=O)Nc2cccc(C(=O)N3CCCC3)c2)cc1 | -7
CC1(C)NN2C(=O)OC3(C)CCC1C23C (centres undefined) | -4
Cc1nc2ccccn2c1C(=O)NCc1ccc2c(c1)OCO2 | -3

(continued)
SMILES | 14-3-3g Raf
CCN(c1cccc(C)c1)c1ncnc2nc[nH]c12 | -1
O=C(Nc1ccc(Br)cn1)C1CC1 | 9
Cc1ccc(F)cc1N1C(=O)CSC1c1ccc([N+](=O)[O-])cc1 (centres undefined) | 4
c1ccc(Cc2nn3c(Cn4cnc5ccccc54)nnc3s2)cc1 | 10
O=C(CSC1=NCCS1)Nc1ccc(Cl)cn1 | -9
CN(C)c1ccc(C(c2nnnn2C(C)(C)C)N2CCc3ccccc3C2)cc1 (centres undefined) | -3
CCN(CCNS(=O)(=O)c1ccc2c(c1)CC(C)N2C(C)=O)c1ccccc1 (centres undefined) | 7
COc1ccc(N(CC(=O)NC2CCCC2)C(=O)Cn2nnc(-c3ccc(C)cc3)n2)cc1OC | -7
CN(C)CCCNc1c([N+](=O)[O-])c(=O)oc2ccccc12 | 8
COc1ccc(CCNC(N)=O)cc1OC | -10
CN(C)S(=O)(=O)c1cccc(C(=O)N2CCN(Cc3ccccc3)CC2)c1 | -5
CC1CCCN(S(=O)(=O)c2ccc3[nH]c(=O)cc(C(=O)O)c3c2)C1 (centres undefined) | -178
COc1ccc(OC)c(NS(=O)(=O)c2cc(OC)ccc2OC)c1 | -2
Cc1ccc(N2C(=O)CSC2c2ccc(OC(F)F)cc2)cc1 (centres undefined) | -1
CCN(CC)S(=O)(=O)c1ccc2nc(COC(=O)c3n[nH]c4ccccc34)[nH]c2c1 | -15
O=C(CSc1nc2ccccc2n1S(=O)(=O)c1ccccc1)NCCc1ccccc1 | 4
COc1ccc(-c2nc3ccccc3o2)cc1NC(=O)c1ccc(-c2ccccc2[N+](=O)[O-])o1 | -60
CCCc1ccc(Oc2c(-c3ccc(OCC)c(C)c3O)n[nH]c2C)cc1 | -1
CCOC(=O)Cn1c(=O)c(-c2cc(Br)ccc2N)nc2ccccc21 | -40
CN(C1CCS(=O)(=O)C1)S(=O)(=O)c1ccc([N+](=O)[O-])cc1 (centres undefined) | -3
CCOC(=O)C(C)(C)Sc1nc2c(cnn2-c2ccccc2)c(=O)[nH]1 | -9
COC(=O)c1cc(Br)c(=O)n(Cc2ccc(OC)c(OC)c2)c1 | -4
Cc1c(C(=O)O)oc2ccc(S(=O)(=O)N3CCC(C)CC3)cc12 | 2&0
COc1cc(-c2nnn(CC(=O)NC3CCS(=O)(=O)C3)n2)ccc1OCc1ccccc1 (centres undefined) | -10
CNS(=O)(=O)c1cc(-c2nnc(Nc3ccc(S(N)(=O)=O)cc3)c3ccccc23)ccc1C | -12
CCc1ccc(CN2C(=O)CCC2(C)C(=O)NC2CCCC(C)C2C)cc1 (centres undefined) | -5
CC(=O)c1ccc(NC(=O)C2CCCN2S(=O)(=O)c2ccc(C)cc2)cc1 (centres undefined) | 1
O=C(CSc1nnc(CNC(=O)c2ccccc2F)o1)c1ccccc1 | -3
O=C(NCc1cccs1)c1ccc(N2CC3CC(C2)c2cccc(=O)n2C3)c(NC(=O)c2cccnc2)c1 (centres undefined) | -11
O=C(Nc1ccccc1C(F)(F)F)c1cc(S(=O)(=O)NCC2CCCO2)ccc1F (centres undefined) | -9

Part of the list above, set out differently:
CCOc1ccccc1NC(=O)c1nc[nH]c1C(=O)Nc1ccccc1OCC
  14-3-3g Raf: -2

Cc1ccc(C)c(NC(=O)c2cnn3cccnc23)c1
  14-3-3g Raf: -13

O=C1CC(c2ccccc2)C(C(=O)Nc2ccccc2F)N1 (centres undefined)
  14-3-3g Raf: -1

More results follow.
SMILES | 14-3-3g Raf
CCc1sc(C2C(C(=O)OC)=C(C)NC3=C2C(=O)CCC3)cc1Br (centres undefined) | -2
O=C(Nc1ccc2c(c1)OCO2)c1ccc(Br)c(S(=O)(=O)N2CCCC2)c1 | -4
CCN(CC)CCn1c(=S)[nH]c2cc(C(=O)NC3CCCCCC3)ccc2c1=O | -10
COc1ccc(NC(c2cccnc2)c2ccc3cccnc3c2O)cc1 (centres undefined) | -8
CC1CCCCN1C(=O)CSc1nnc(COc2ccc(Cl)cc2)o1 (centres undefined) | 3
COC(=O)c1ccc(C(=O)Nc2nc3ccc4sc(C)nc4c3s2)cc1 | -2
CC(C)COC(=O)c1ccc(NC(=O)CCN2C(=O)c3ccccc3C2=O)cc1 | 1
Cc1cc(C)nc(/N=C(/NC(=O)c2ccc(F)cc2)Nc2ccccc2)n1 | -2
CCOC(=O)c1ccc(NC(=O)c2ccc(N)cc2)cc1 | -17
COc1cccc(CNC(=O)c2ccccc2N)c1 | 6
Cc1ccc(NC(=O)CCCC(=O)O)c(Br)c1 | 0

Bioassay records as filed in PubChem.

The list is partial; count on the stated rates, not on these rows.
